TSG101-PTAP inh: qHTS Assay for Iinhibitors of HIV-1 Budding by Blocking the Interaction of PTAP/TSG101. Tumor susceptibility gene 101 protein (Homo sapiens), Q99816. Potency, µM (highest dose often 115 µM), for the others: top-dose activity change, negative = inhibition, actives largely listed as inhibitors. 340,000 tested, under 10 active. Fluorescence polarization, FITC-PTAP peptide / Tsg101 binding. AID 493005, 2010; active = well fitted inhibition curve with a large enough effect in the main read-out, with a control signal flat, not every such curve was filed as active; inconclusive = small, poorly fitted or top-dose-only effect, or effect the other way, or a change in a side signal; inactive = no such curve, though single readings can be large or run the other way; also: potency is read from the fitted curve at half-maximal effect; % of control where 0% means no effect
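Tsg101 binding domain (10 uM final) was mixed with compound and a FITC-labeled PTAP peptide (50 nM final) in HEPES pH 7.5 buffer with NaCl, Tween 20, EDTA and TCEP; fluorescence polarization was read after 20 min at r.t.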
TSHR antagonist: Antagonists of the Thyroid Stimulating Hormone Receptor: HTS campaign. Thyrotropin receptor (Homo sapiens), P16473. TSHR-expressing cells, TSH-stimulated cAMP HTRF, 2 h; stronger effect = lower value. activity change, negative = inhibition, % at 11.5 µM. actives 0.2% (n = 330,000);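 active = activity change below a set negative limit, meaning inhibition stronger than a set level, cut at about -70% in these data; inconclusive = activity change between two set negative limits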; also: % is scaled to controls: 0 for no effect and ±100 for the full control effect
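TSHR-expressing cells, 200/well, pre-treated with compound, then stimulated with EC80 TSH (4nM final) for 2 hours at 37 deg C. cAMP measured by competitive HTRF: anti-cAMP cryptate antibody in lysis buffer plus cAMP-d2, read after 30 minutes at room temperature.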
Mito fusion act: qHTS Assay for Small Molecule Inhibitors of Mitochondrial Division or Activators of Mitochondrial Fusion; S. cerevisiae fusion-defective mutant growth rescue, CellTiterGlo 48 h; actives 0.23% (n = 320,000); Potency, µM (top dose mostly 46.1 µM), without a hit: at the top dose growth rescue (activation), actives largely listed as activators;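 also: potency is read from the fitted curve at half-maximal effect; % of control where 0% means no effect; nearly all actives have a fitted effect of over 45% in size; temperature-sensitive fusion mutants such as fzo1-1 at 37 °C on non-fermentable ethanol glycerol medium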
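Compounds are tested for their ability to restore growth of mitochondrial fusion-defective yeast strains at non-permissive 37C in YPEG medium over 48 hours. Viability is quantified by luciferase luminescence.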
USP2a block: qHTS Assay for Inhibitors of Ubiquitin-specific Protease USP2a Using CHOP2 as the Reporter; Ubiquitin carboxyl-terminal hydrolase 2 (Homo sapiens), O75604; USP2 core, Ub-CHOP2 coupled fluorogenic reporter, 485/531; Potency, µM (series often up to 38.3 µM), inactives show at the top dose activity change, negative = inhibition, hits mostly inhibitors; actives 0.01% (n = 330,000); AID 463254, 2010;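 also: potency is read from the fitted curve at half-maximal effect; plate controls were DMSO wells for no effect and full inhibition by NEM control for full effect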
Target sequence (O75604 whole entry, looked up): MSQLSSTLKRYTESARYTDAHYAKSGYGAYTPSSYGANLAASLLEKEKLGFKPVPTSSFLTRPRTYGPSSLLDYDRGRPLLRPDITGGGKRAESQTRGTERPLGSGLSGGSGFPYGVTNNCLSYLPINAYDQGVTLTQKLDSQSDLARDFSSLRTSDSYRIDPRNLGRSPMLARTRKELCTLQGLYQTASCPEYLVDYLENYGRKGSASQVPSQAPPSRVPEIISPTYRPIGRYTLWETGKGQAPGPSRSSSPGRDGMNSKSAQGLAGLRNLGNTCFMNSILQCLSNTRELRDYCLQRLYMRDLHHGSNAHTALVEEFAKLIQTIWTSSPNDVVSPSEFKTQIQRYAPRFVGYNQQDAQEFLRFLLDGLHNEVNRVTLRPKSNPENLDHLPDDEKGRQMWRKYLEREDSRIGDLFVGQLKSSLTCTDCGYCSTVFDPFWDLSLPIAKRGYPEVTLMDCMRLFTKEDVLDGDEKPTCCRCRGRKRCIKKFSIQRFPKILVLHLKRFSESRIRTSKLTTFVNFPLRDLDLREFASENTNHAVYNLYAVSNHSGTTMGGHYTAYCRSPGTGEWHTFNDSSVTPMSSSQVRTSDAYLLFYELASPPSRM
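Cell-free coupled assay: 10nM USP2 core preincubated 30min RT with compound in Tris-HCl pH 8.0/CaCl2/CHAPS buffer, then 25nM Ub-CHOP2 and 25nM reporter substrate; fluorescence (Ex 485/Em 531) read after 60min RT, normalized to NEM inhibition, concentration-response curves fitted.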
TCR activator: Activators of T cell receptors: qHTS campaign; primary human leukocytes, anti-CD3, IL-2 HTRF, 48 h; Potency, µM (doses to about 9.22 µM), inactives show at the highest dose activation of IL-2 secretion, hits mostly activators; 330,000 tested, under 10 active; also: % of control where 0% means no effect
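HTRF read-out of IL-2 secretion: europium cryptate donor excited at 320nm, d2 acceptor emission at 665nm. Cells were primary human leukocytes incubated 48 hr with compounds and a-CD3 beads, supplying TCR signal only.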
ELG1 DNA repair: qHTS screen for small molecules that inhibit ELG1-dependent DNA repair in human embryonic kidney (HEK293T) cells expressing luciferase-tagged ELG1; HEK293T ELG1-luciferase reporter, luminescence, 16 h; DNA damage induced by 5-fluorouridine; Potency, µM (top dose mostly 46.1 µM), for inactives: at the top dose activity change, negative = inhibition, usual class: inhibitors; actives 2.3% (n = 330,000); AID 504467, 2011; also: potency is read from the fitted curve at half-maximal effect; % is scaled to controls: 0 for no effect and ±100 for the full control effect; nearly all actives have a fitted effect of over 55% in size
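Luminescence from the luciferase reporter, measured 30 min after ONE-Glo reagent at room temperature, was the read-out. Beforehand, 2,000 cells per well were exposed for 16 hr at 37 °C to 5-fluorouridine together with compound or vehicle.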
Tb PFK block: qHTS Assay to Find Inhibitors of T. brucei phosphofructokinase; ATP-dependent 6-phosphofructokinase (Trypanosoma brucei brucei), O15648; T. brucei PFK, ADP-Glo luminescence; Potency, µM (series often up to 57.5 µM), without a hit: at the top dose activity, negative = inhibition, actives largely listed as inhibitors; actives 0.17% (n = 330,000); AID 485367, 2010;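 also: potency is read from the fitted curve at half-maximal effect; 0% = uninhibited 1x PFK enzyme wells and -100% = no-enzyme wells; nearly all actives have a fitted effect of over 60% in size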
Target sequence (O15648 whole entry, looked up): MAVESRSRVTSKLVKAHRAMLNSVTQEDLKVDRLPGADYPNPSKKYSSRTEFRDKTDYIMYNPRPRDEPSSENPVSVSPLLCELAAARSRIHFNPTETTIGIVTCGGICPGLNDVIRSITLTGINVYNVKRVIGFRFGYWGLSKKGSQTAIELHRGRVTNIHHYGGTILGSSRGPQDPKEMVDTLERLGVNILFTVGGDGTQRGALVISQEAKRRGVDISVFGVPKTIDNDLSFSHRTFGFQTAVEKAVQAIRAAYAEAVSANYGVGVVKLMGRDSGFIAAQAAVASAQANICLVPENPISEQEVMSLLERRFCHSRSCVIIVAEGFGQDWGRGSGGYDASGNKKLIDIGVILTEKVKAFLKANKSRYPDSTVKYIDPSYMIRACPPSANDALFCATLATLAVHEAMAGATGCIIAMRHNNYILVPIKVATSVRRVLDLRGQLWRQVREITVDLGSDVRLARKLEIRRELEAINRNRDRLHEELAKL
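Luminescent ADP detection (ADP-Glo, two-step: ATP depletion then ADP-to-ATP conversion for luciferase) reported PFK activity after 45 min room-temperature reaction of 1.25 nM enzyme with 0.5 mM F6P and 0.1 mM ATP at pH 8.0.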
B2AR arrestin: qHTS assay of beta-arrestin-biased ligands of beta2-adrenergic receptor | Beta-2 adrenergic receptor (Homo sapiens), P07550 | beta-arrestin recruitment to beta2AR, cell-based reporter | Potency, µM (top dose mostly 46.1 µM), inactives show top-dose activation, usual class: activators | actives 0.02% (n = 330,000) | AID 492947, 2010;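 also: potency is read from the fitted curve at half-maximal effect; 0% = DMSO controls and full agonism = EC100 isoproterenol or metaproterenol; nearly all actives have a fitted effect of over 65% in size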
Chronic BCR inh: qHTS Assay to Find Inhibitors of Chronic Active B-Cell Receptor Signaling; Potency, µM (titrated, usually from 46.1 µM), without a hit: at the top dose ratio change, negative = lower green/red ratio, most hits filed as inhibitors; AID 493014, 2011; ABC-DLBCL IkBa-CBG/CBR reporter, luminescence ratio, 4 h; actives 0.05% (n = 340,000); active = well fitted inhibition curve with a large enough effect in the signal ratio, with a control signal flat, not every such curve was filed as active; inconclusive = small, poorly fitted or top-dose-only effect, or effect the other way, or a change in a side signal; the % refers to the signal ratio;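 also: potency is read from the fitted curve at half-maximal effect; plate controls were basal doxycycline-induced cells for no effect and cells given 10 µM MG132 for full effect; MG132 reads +100%, hits lower the ratio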
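Concentration-response series (up to 46 uM) were applied to TMD8 dual-reporter cells for 4 h at 37C with doxycycline. Green/red ratio, after filter-overlap correction, defined %Activity; red signal alone was normalised to basal cells and zero luminescence.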
Eya2 phos inh: qHTS Assay for Inhibitors of the Phosphatase Activity of Eya2. AID 488837, 2010. recombinant Eya2, OMFP fluorescence dephosphorylation (OMFP is methylfluorescein phosphate). Potency, µM (titrated, usually from 76.9 µM), inactives show top-dose activity, negative = inhibition, most hits filed as inhibitors. actives 0.006% (n = 330,000). Protein phosphatase EYA2 (Homo sapiens), O00167; also: potency is read from the fitted curve at half-maximal effect; % is scaled to controls: 0 for no effect and ±100 for the full control effect
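Eya2 protein (added as 0.2 uM solution) was preincubated with compound for 10 min at ambient temperature in 50 mM HEPES pH 7.5, 50 mM NaCl, 5 uM MgCl2, 0.05% BSA, 1 mM DTT. OMFP (added at 50 uM) then reacted 10 min; fluorescence read at 485/525 nm.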
uPA generation: qHTS for Inhibitors of Cell Surface uPA Generation; AID 540303, 2011; actives 0.31% (n = 330,000); Potency, µM (series often up to 38.3 µM), inactives show at the highest dose activity change, negative = inhibition, actives largely listed as inhibitors; cell surface uPA generation assay, qHTS; active = well fitted inhibition curve with a large enough effect; inconclusive = small, poorly fitted or top-dose-only effect; inactive = no such curve, though single readings can be large or run the other way; tested in mouse RAW 264.7 cells; also: potency is read from the fitted curve at half-maximal effect; % is scaled to controls: 0 for no effect and ±100 for the full control effect; nearly all actives have a fitted effect of over 55% in size
The depositor's hits bear a star; ? = inconclusive; / = not tested or not shown; [ ] = remark or other dose. Unless noted, calls follow the shape of the dose curve; as a rule, active = well fitted curve in the direction sought with a large enough effect; inconclusive = small, poorly fitted or top-dose-only effect, or another doubt; inactive = no such curve, though single readings can be large; an effect the other way counts as inactive or inconclusive.

SMILES	TSG101-PTAP inh	TSHR antagonist	Mito fusion act	USP2a block	TCR activator	ELG1 DNA repair	Tb PFK block	B2AR arrestin	Chronic BCR inh	Eya2 phos inh	uPA generation
COc1ccc(S(=O)(=O)Cc2ccc(C(=O)NCc3cccnc3)o2)cc1	1.2%	14.8	0.6%	-2.1%	-4.3%	14.6µM*	-0.4%	-1.2%	-12.2%	-5.6%	?
CN1CCN(C(=O)c2ccccc2[N+](=O)[O-])CC1	3.4%	8.6	1.8%	-0.4%	/	?	1.0%	?	2.6%	6.8%	-0.7%
O=C(Cc1c(Cl)cccc1Cl)OCC(=O)N1CCc2ccccc2C1	-1.5%	10.4	-19.7%	2.6%	4.3%[46.1 µM]	?	-0.9%	-1.1%	-1.5%	-7.3%	7.5%
Cc1ccc(OCCCn2ccnc2)cc1C	6.0%	5.5	1.4%	4.9%	-0.9%	-4.6%	4.8%	-0.1%	-0.3%	9.2%	6.1%
COc1ccc(S(=O)(=O)N(C)c2ccc(C(=O)NCc3ccco3)cc2)cc1OC	0.2%	-7.8	1.5%	-2.1%	-15.8%	-11.4%	-2.0%	0.0%	?	6.8%	-9.6%
O=C(COc1ccc(Br)cc1)c1ccc2c(c1)CCCC2	-0.6%	7.2	0.3%	3.8%	-6.9%	16.2%	-0.4%	-0.2%	10.9%	-9.9%	10.1%
Cc1ccc(CNC(=O)CCC2CCCN(Cc3cccc4ncccc34)C2)o1 (configuration not stated)	0.9%	-20.4	9.0%	-1.4%	-1.9%	-2.9%	7.7%	0.3%	14.8%	-3.8%	-1.8%
Cc1cc(C)nc(-n2nc(C)cc2NC(=O)CN2CCCC2)n1	-9.4%	-3.5	-2.0%	0.4%	9.0%	-13.1%	-4.5%	?	1.3%	-10.0%	11.0%
CCSc1nnc(NC(=O)c2cc(C)oc2C)s1	3.2%	1.8	-2.2%	-1.9%	/	?	-4.4%	0.0%	?	6.7%	/
Cn1c(=O)c2c(nc(SC3C(=O)CC(C)(C)CC3=O)n2C)n(C)c1=O	-8.5%	2.7	4.2%	1.1%	0.7%	-1.5%	1.1%	0.0%	5.4%	4.4%	2.2%
CCCCc1c(O)nc(SCC(=O)c2ccccc2)n(-c2ccccc2)c1=O	-7.1%	-1.9	1.3%	-5.5%	1.5%	15.6%	-4.9%	0.1%	-3.7%	-22.0%	-0.2%
O=C(Nc1ccc(F)cc1)Nc1ccc2c(c1)OCO2	2.6%	-1.7	-5.2%	1.1%	1.0%	0.1%	6.7%	-0.8%	-0.4%	-25.8%	-7.9%
Cc1cc(C(=O)CN2C(=O)NC(Cc3c[nH]c4ccccc34)C2=O)c(C)n1C (configuration not stated)	-3.5%	-4.7	-3.0%	3.0%	2.5%	-16.4%	-1.6%	0.3%	?	13.5%	-1.4%
COc1ccc(CNC(=O)C23CC4CC(CC(Br)(C4)C2)C3)cc1	0.4%	2.8	-1.0%	2.7%	-0.1%	-0.4%	1.0%	0.3%	0.1%	8.7%	-5.3%
O=C(NC1CCCC1)C(c1ccc(F)cc1)N(C(=O)c1csnn1)C1CC1 (configuration not stated)	1.0%	4.2	-4.2%	0.7%	-1.1%	-0.7%	1.3%	-0.4%	1.9%	-18.2%	6.1%
CCOC(=O)c1ccc(-c2c(-c3ccccc3OC)sc3cc4c(cc23)OCO4)cc1F	-6.2%	8.0	17.0%	-5.8%	1.5%	?	5.2%	0.0%	-3.0%	-7.9%	5.62µM*
CC1(C(=O)O)CCC(C(=O)NNC(=O)c2ccccc2O)C1(C)C (configuration not stated)	2.1%	1.2	10.2%	-5.4%	4.1%	0.0%	-13.4%	-0.4%	2.6%	18.2%	-0.6%
C=CCSc1nsc(NC(=O)Nc2ccc(F)cc2)n1	-4.0%	-81.8*	-18.2%	-4.9%	0.2%	?	0.2%	-1.1%	?	-5.3%	-17.7%
NC(=O)C1CCCCc2c1[nH]c1ccc(Cl)cc21 (configuration not stated)	0.2%	-3.4	-22.1%	0.0%	-2.7%	-20.7%	-6.6%	-0.5%	-6.3%	-6.8%	-5.1%
CC(=O)c1ccc(NC(=O)CCc2ccc(C)o2)cc1	-7.2%	3.6	1.0%	1.1%	4.0%	17.1%	11.2%	-0.3%	0.1%	4.7%	-2.8%
CCCCc1ccc(NC(=O)C2CCCO2)cc1 (configuration not stated)	2.0%	1.5	1.4%	3.6%	3.6%	?	2.2%	-1.9%	?	13.2%	-7.4%
CN1CCN(c2oc(-c3ccccc3Cl)nc2S(=O)(=O)c2ccccc2)CC1	0.7%	-8.5	-6.5%	0.5%	-1.5%	-7.8%	1.0%	0.5%	-4.4%	0.5%	-1.1%
CN(Cc1cnn(C)c1)C(=O)c1sc2cccc(Cl)c2c1Cl	-2.0%	20.5	3.7%	-0.4%	-4.3%	-15.6%	-1.6%	2.9%	?	1.4%	-0.8%
OC(c1ccc(F)cc1)C(CN1CCOCC1)c1ccccc1 (configuration not stated)	0.1%	1.2	-33.2%[inhibitor]	3.8%	7.5%	8.8%	8.4%	0.2%	0.6%	13.8%	-2.7%
CSc1cc(-c2ccncc2)nc(-c2ccc(Cl)cc2)c1	1.4%	-10.1	7.3%	1.3%	1.2%	5.3%	1.7%	-0.8%	?	-11.6%	-3.4%
Next results.
SMILES	TSG101-PTAP inh	TSHR antagonist	Mito fusion act	USP2a block	TCR activator	ELG1 DNA repair	Tb PFK block	B2AR arrestin	Chronic BCR inh	Eya2 phos inh	uPA generation
COc1ccc(C(=O)C/C(=C\C(=O)c2ccc(C)cc2)c2ccccc2)cc1	3.7%	-14.7	-5.0%	1.1%	1.3%	-14.3%	-1.4%	0.4%	?	16.8%	-14.9%
CCN(CC)C(=O)c1sc(NC(=O)c2ccc(Br)o2)c(C(=O)OC)c1C	-8.4%	-4.6	5.7%	0.0%	6.4%	-17.3%	2.1%	-1.4%	-23.2%	5.0%	-0.9%
Cc1cccc(CC2S/C(=N/N=C/c3ccco3)NC2=O)c1 (configuration not stated)	-4.5%	-3.6	3.1%	1.0%	6.7%	8.0%	-2.8%	-0.4%	?	0.0%	0.9%
CCC1CCCN1Cn1cnc2c([nH]c3ccc(OC)cc32)c1=O (configuration not stated)	-1.1%	2.3	0.9%	2.6%	2.1%	?	-6.8%	-0.2%	-2.4%	-3.5%	6.4%
CCCCOC(=O)c1cc(=O)[nH]c2ccc(C)cc12	-4.7%	9.0	-4.5%	1.6%	1.3%	-1.6%	0.7%	-0.1%	?	-7.2%	2.6%
O=C(C1=C[C@@H](c2ccc(Br)cc2)C[C@@H](OCCCCO)O1)N1CCN(Cc2ccc3c(c2)OCO3)CC1	-2.3%	6.3	-0.6%	-0.6%	-2.5%	0.0%	2.6%	-0.6%	-0.3%	4.0%	?
Cc1ccc(S(=O)(=O)N2CC(C(=O)O)=CC[C@H]2c2ccc(Cl)cc2)cc1	-7.1%	-12.7	-4.6%	3.3%	0.9%	8.1%	0.0%	0.2%	8.8%	3.7%	3.3%
CN(Cc1ccccc1)C(=S)NC(=O)c1ccc(-c2ccccc2)cc1	0.0%	1.6	-6.4%	6.1%	0.4%[46.1 µM]	?	3.8%	-0.5%	?	4.1%	-3.7%
CCCCn1c(CCCNC(=O)c2ccco2)nc2ccccc21	-3.6%	-7.3	-0.9%	-1.3%	-2.6%	-6.5%	-4.1%	0.3%	-0.8%	-4.0%	2.1%
Cc1ccc(C)c(Cn2c3ccccc3c3cnn(CC(=O)NCCCN4CCOCC4)c(=O)c32)c1	-3.2%	-3.7	-5.0%	-0.6%	-0.1%	1.8%	0.0%	0.0%	2.5%	-2.6%	-5.1%

Assay outcomes from PubChem BioAssay.
